NSD2 HMT inh: NSD2 histone methyltransferase inhibitors, primary screen, biochemical, AlphaScreen, single concentration, set 2; Histone-lysine N-methyltransferase NSD2 (Homo sapiens), O96028; NSD2 peptide methylation, 120 min; inhibition, % at 12.5 µM; actives 0.54% (n = 310,000); in the data active means inhibition above about 50%
Target sequence (O96028 whole entry, looked up): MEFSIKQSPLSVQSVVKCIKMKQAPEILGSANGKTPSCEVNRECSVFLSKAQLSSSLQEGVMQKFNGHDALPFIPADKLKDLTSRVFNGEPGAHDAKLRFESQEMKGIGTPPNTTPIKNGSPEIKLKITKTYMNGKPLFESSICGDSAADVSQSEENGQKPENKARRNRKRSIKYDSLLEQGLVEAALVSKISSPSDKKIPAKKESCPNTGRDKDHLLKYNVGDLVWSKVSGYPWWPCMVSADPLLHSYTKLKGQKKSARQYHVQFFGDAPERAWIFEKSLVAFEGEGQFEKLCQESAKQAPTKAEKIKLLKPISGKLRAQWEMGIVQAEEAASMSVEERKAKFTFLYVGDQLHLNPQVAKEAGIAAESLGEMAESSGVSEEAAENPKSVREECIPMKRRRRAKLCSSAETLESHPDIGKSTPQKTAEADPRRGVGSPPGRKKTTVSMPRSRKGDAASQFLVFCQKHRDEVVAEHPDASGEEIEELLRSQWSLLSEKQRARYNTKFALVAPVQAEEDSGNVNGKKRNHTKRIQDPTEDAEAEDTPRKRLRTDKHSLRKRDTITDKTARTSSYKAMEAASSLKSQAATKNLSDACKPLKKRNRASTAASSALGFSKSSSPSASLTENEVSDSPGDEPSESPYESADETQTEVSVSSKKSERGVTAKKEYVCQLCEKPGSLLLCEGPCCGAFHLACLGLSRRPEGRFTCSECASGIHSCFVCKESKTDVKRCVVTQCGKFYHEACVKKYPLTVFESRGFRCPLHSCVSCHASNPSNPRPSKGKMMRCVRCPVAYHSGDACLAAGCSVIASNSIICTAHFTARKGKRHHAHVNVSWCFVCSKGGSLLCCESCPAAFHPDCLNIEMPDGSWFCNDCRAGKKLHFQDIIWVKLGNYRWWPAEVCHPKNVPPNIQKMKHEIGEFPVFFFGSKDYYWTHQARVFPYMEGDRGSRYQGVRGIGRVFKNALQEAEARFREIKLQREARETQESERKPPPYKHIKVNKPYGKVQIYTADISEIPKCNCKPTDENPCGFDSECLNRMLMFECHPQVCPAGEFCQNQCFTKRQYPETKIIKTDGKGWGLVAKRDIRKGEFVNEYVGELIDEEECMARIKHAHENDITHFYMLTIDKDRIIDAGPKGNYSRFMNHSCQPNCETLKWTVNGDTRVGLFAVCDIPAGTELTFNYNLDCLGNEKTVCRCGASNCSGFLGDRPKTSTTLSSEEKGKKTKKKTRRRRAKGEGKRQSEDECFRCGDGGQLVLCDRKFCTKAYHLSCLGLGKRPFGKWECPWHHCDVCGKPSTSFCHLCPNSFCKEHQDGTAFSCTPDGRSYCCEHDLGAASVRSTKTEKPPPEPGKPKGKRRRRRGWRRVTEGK
CAL PDZ FP-1: CAL PDZ peptide-binding inhibitors, primary screen, biochemical, fluorescence polarization, Cer-tagged CAL PDZ, HTS; Golgi-associated PDZ and coiled-coil motif-containing protein (Homo sapiens), Q9HD26; purified CAL PDZ, TMR-peptide fluorescence polarization, 1 h; inhibition, % at 20 µM; actives 0.02% (n = 330,000); AID 504414, 2011;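 active means highest replicate inhibition of at least 40%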;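 further: plate controls were DMSO neutral control wells for no effect and unlabeled competitor peptide control wells for full effect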
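Material: tagged CAL PDZ domain; buffer or medium: 25 mM sodium phosphate pH 7.4, 150 mM NaCl, TCEP, IgG, Thesit; compound dosing: single point, 20 µM; schedule: 1 h incubation at room temperature before polarization reading; measured by: FP readout, S and P plane fluorescence; read-out basis: percent inhibition from loss of millipolarization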
Arr AP2 block: inhibitors of beta-arrestin/AP2 binding, primary screen, biochemical, GPCR trafficking, flow cytometry; beta-arrestin 1 C-terminal peptide binding to AP2 beta2-adaptin appendage (human); FITC-arrestin peptide / GST-AP2 beads; AP2 beta2 appendage carries R879A mutation; inhibition, % at 10 µM; actives 0.31% (n = 340,000);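 active means inhibition above a set limit, near 3 SD of compounds lacking own fluorescence, cut at about 54% in these data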;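 further: plate controls were DMSO wells for no effect and 5 µM unlabelled arrestin peptide for full effect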
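System: GST-AP2 R879A glutathione beads. Medium: PBS with 0.05% Tween 20 and 0.1% BSA. Also added: FITC-arrestin peptide, 50 nM. Incubation: 12 min plus 1 h, RT. Measured by: high-throughput flow cytometry of beads, ex 488, em 535 nm. Evaluation: percent drop in bead-associated FITC signal.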
LANA DNA inh: inhibitors of KSHV C-LANA binding to DNA, primary screen, biochemical, fluorescence polarization, FAM-LBS DNA, MBP-C-LANA, single point. actives 0.078% (n = 340,000). inhibition, % at 9 µM;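 active means highest replicate inhibition at or above 60% at 9 µM, even if other replicates fall short; inactive means all replicates below 60% inhibition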;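 further: 0% = neutral control wells and 100% = 4 µM acridine orange control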
Pemphigus Ab inh: inhibitors of pemphigus antibody binding to DSG3, primary screen, biochemical, bead-based, flow cytometry, scFv-GFP; DSG3-coupled beads, scFv-anti-DSG3-GFP binding; active compounds read low; binding (percent of control), % at 10 µM; actives 0.48% (n = 310,000); AID 588358, 2011;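 active means binding more than 3 SD below its plate's average and above zero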;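 further: hits lower antibody fragment binding to DSG3; some compounds called inactive have numbers as strong as hits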
Cardiac RTF inh: cardiac RTF calcium sensitivity inhibitors, primary screen, biochemical, IANBD-TnC fluorescence, EC70 calcium. inhibition, % at 7.15 µM. IANBD-labeled cardiac RTF, Ca2+ fluorescence. actives 0.12% (n = 340,000). Troponin I, cardiac muscle (Homo sapiens) + Troponin T, cardiac muscle (Homo sapiens) + …;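 active means inhibition above the mean inhibition of all tested compounds plus 3 SD, cut at about 17% in these data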;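 further: assay run at fixed EC70 calcium of 1.6 mM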
Keap1-Nrf2 PPI: Keap1-Nrf2 protein-protein interaction inhibitors, primary screen, biochemical, fluorescence polarization, single point. Keap1 Kelch-Nrf2 peptide fluorescence polarization, 1536-well. inhibition, % at 9.4 µM. actives 0.15% (n = 340,000). AID 504523, 2011; in the data active means inhibition above about 12%;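 further: human Keap1 Kelch domain with fluorescein labeled Nrf2 9mer peptide probe; 0% = neutral control wells and 100% = peptide positive control; higher means more block of Keap1 binding to Nrf2 peptide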
V-ATPase pHluor: regulators of yeast V-ATPase proton pumping, primary screen, pHLuorin cytosolic pH fluorescence; S. cerevisiae; response, % at 10 µM; actives 0.37% (n = 350,000); in the data active means response mostly above about 7.3%, no sharp cut-off; inactive means mostly below about 5.4%; further: actives read high; inactives centre near 0; some compounds called inactive have numbers as strong as hits; reference of the scale not given here
DAGLB inhibitor: DAGLB lipase inhibitors, primary screen, biochemical, fluorescence, HTS; actives 0.059% (n = 340,000); inhibition, % at 5.17 µM; HEK293T DAGLB membrane lysate, EnzChek fluorogenic substrate; AID 504411, 2011; in the data active means inhibition above about 34%;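 further: 0% = enzyme with vehicle and 100% = wells lacking enzyme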
CAL PDZ FP-2: untagged CAL PDZ binding inhibitors, primary screen, biochemical, fluorescence polarization, HTS; Golgi-associated PDZ and coiled-coil motif-containing protein (Homo sapiens), Q9HD26; purified CAL PDZ, TMR-peptide fluorescence polarization, 1 h; inhibition, % at 24.9 µM; actives 0.92% (n = 300,000); AID 602252, 2012;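 active means mean inhibition of at least 30% with at least half of replicates also reaching 30%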;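 further: 0% = DMSO neutral control and 100% = excess unlabeled competitor peptide PRC23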
The depositor's hits bear a star; / = no result given. Some of the compounds tested (hit frequency here may not be typical).

The line under a structure holds: NSD2 HMT inh | CAL PDZ FP-1 | Arr AP2 block | LANA DNA inh | Pemphigus Ab inh | Cardiac RTF inh | Keap1-Nrf2 PPI | V-ATPase pHluor | DAGLB inhibitor | CAL PDZ FP-2
C=CCn1cc(C(=O)NCC2CCCO2)c(=O)c2cc(S(=O)(=O)N3CCCCCC3)ccc21 (configuration not stated)
  9 | -0.8 | 8 | 1.4 | 100 | 2 | -3 | 5 | 3 | -9
CCN(CC)CCn1c2ccc(Cl)cc2c2nc(C)sc21
  15 | 0.4 | 6 | -2.6 | 108 | -2 | -2 | -1 | 0 | -3
Cc1cc(Cl)ccc1-n1c(-c2cccnc2)n[nH]c1=S
  -2 | 0.0 | 3 | 3.8 | / | 4 | -1 | -3 | 1 | 0
COc1cc(C(=O)N/N=C/c2cn(Cc3ccccc3)c3ccccc23)ccc1O
  1 | -0.7 | 17 | 0.0 | 109 | -1 | -2 | -2 | -4 | 1
O=S(=O)(Nc1ccc2ccccc2c1)c1ccccc1
  0 | -3.3 | 6 | -1.5 | 128 | 6 | 3 | 3 | -2 | -4
CCOC(=O)c1[nH]c2ccccc2c1NC(=S)Nc1cccc(C)c1C
  / | -0.3 | 14 | -1.2 | 94 | -8 | -1 | -2 | 0 | /
CC(=O)c1ccc(O)c(CC=C(C)C)c1
  / | -0.9 | 15 | 2.1 | 97 | -2 | -1 | 4 | -2 | -4
COc1ccc(C2C(C#N)=C(N)Oc3cc(C)n(Cc4ccco4)c(=O)c32)cc1 (configuration not stated)
  1 | -2.6 | 13 | 2.2 | 103 | -3 | -8 | 6 | -1 | 1
CCC1=NC(c2ccc(OC)cc2)N(O)C1(C)C (configuration not stated)
  -2 | -1.0 | -3 | -2.0 | 104 | 2 | 1 | -1 | 1 | -1
CC(C)OCCCNC(=O)C(Cc1ccccc1)NS(=O)(=O)c1ccc2c(c1)CCC(=O)N2 (configuration not stated)
  0 | -0.7 | 8 | -0.7 | 103 | 6 | 0 | 4 | -1 | /
Cc1c(C(=O)N2CCOCC2)sc(NC(=O)c2ccc3c(c2)OCO3)c1C#N
  20 | -0.1 | 4 | -2.4 | 102 | -4 | -1 | 2 | 4 | -4
CC(=O)c1ccccc1OC(=O)c1c(F)cccc1F
  -5 | 0.6 | -13 | -3.2 | 116 | 10 | -4 | 2 | -1 | 0
CCc1cc(C(=O)Nc2cc(Cl)ccc2N2CCN(C)CC2)sc1C
  0 | -1.0 | 9 | 0.3 | 109 | -18 | 0 | 0 | 0 | -3
CCCCn1c(SCC(=O)NC2CC2)nc2ccccc2c1=O
  3 | -1.1 | 18 | -0.1 | 106 | -6 | 1 | -1 | 0 | 4
COc1ccccc1CNC(=O)c1ccc2c(c1)OCO2
  20 | -0.4 | 1 | 3.6 | 129 | -10 | 5 | 3 | 1 | /
COc1ccccc1NC(=O)c1nn(-c2ccccc2)ccc1=O
  3 | -2.1 | -3 | -0.5 | 97 | -5 | -3 | 0 | 1 | -10
CSCCC(NC(=O)c1ccccc1Cl)C(=O)N1CCCCCCC1 (configuration not stated)
  0 | -0.3 | -4 | -5.1 | / | -4 | 0 | -3 | 0 | 0
O=S(=O)(Nc1nc2ccccc2[nH]1)c1ccccc1
  -1 | -0.5 | 4 | 0.9 | 100 | -1 | 0 | 0 | 4 | 2
COc1ccc(S(=O)(=O)CCC(=O)Nc2c(C)n(C)n(-c3ccccc3)c2=O)cc1
  -1 | -0.2 | 29 | 1.6 | 104 | -5 | 1 | / | -5 | -5
Cc1nn(C)c(C(=O)Sc2ccccc2)c1[N+](=O)[O-]
  -1 | 0.8 | 4 | -0.3 | 98 | 1 | -2 | 1 | 0 | 0
CN(c1ccccc1)c1ncccn1
  0 | / | 2 | / | 105 | / | / | -1 | / | /
O=C(COC(=O)/C=C/c1cccc(F)c1)NC1CCCC1
  24 | -2.0 | 6 | -0.3 | 108 | -7 | -5 | 5 | -5 | -2
CCN(c1ccccc1)S(=O)(=O)c1ccc(OC)c(NC(=O)c2ccccc2OC)c1
  -1 | -1.5 | -4 | -0.8 | 101 | -9 | -2 | 5 | -2 | 1
OC(Cn1cnnc1)c1ccccc1 (configuration not stated)
  / | -0.9 | 28 | 1.2 | 95 | -3 | 3 | -2 | -3 | 0
Cc1ccc(S(=O)(=O)NC(=O)Nc2nc(-c3ccc(F)c(F)c3)cs2)cc1
  0 | -1.3 | -5 | 2.0 | 109 | 1 | 5 | 1 | 0 | /
COc1cc(/C=C2\SC(=S)N(CCC(=O)NC3CCCC3)C2=O)cc(OC)c1OC
  6 | -3.4 | -3 | -1.3 | 92 | -3 | -3 | 1 | -3 | /
CCOC(=O)CSc1nc2cc(C(=O)NCC3CCCO3)ccc2c(=O)n1Cc1ccco1 (configuration not stated)
  0 | -1.0 | 0 | -1.3 | 94 | 0 | -3 | 2 | 0 | -4
O=C(CN1CCC(NC(=O)Nc2ccccc2)CC1)Nc1cccc([N+](=O)[O-])c1
  10 | -0.7 | 18 | -1.2 | 98 | -3 | -3 | -6 | -1 | -5
COc1c(Cl)cc(Cl)cc1CNCc1ccccc1
  -8 | -0.4 | 25 | 0.8 | 104 | 6 | 2 | -2 | -6 | 3
O=C1C(Cl)=C(N2CCCCCC2)C(=O)N1c1ccc(Br)cc1
  -6 | -0.8 | 2 | 3.3 | 115 | -3 | -6 | 1 | -8 | -1
O=C(NCCN1CCN(c2ccccc2)CC1)C1CCCN(S(=O)(=O)c2cnc[nH]2)C1 (configuration not stated)
  / | 0.0 | 1 | 2.2 | 107 | -7 | 3 | 2 | 0 | /
Cc1ccc(C(=O)Nc2ccc(Oc3ccc(C(=O)O)c(C(=O)O)c3)cc2)cc1C
  4 | / | 11 | 2.5 | / | 3 | -1 | -5 | 2 | -9
O=C(CSc1nncc(=O)[nH]1)NC1CCCCC1
  0 | -1.5 | 3 | -0.2 | 105 | -5 | -2 | 2 | -2 | -1
O=C(COC(=O)/C=C/c1cccc(Br)c1)NC1CCCCC1
  -3 | 0.1 | 28 | -0.8 | / | -7 | 4 | 0 | 0 | 9
Cc1cccc(NC(=O)CN(C)S(=O)(=O)c2cccs2)c1
  / | -0.4 | 35 | -0.2 | 96 | 3 | 4 | -1 | 1 | 6
Cc1ccc(CNC(=O)C2CCCN(S(=O)(=O)c3ccc(F)cc3)C2)cc1 (configuration not stated)
  0 | -3.7 | 14 | -0.2 | 125 | -7 | -5 | 1 | -1 | -1
CCOC(=O)C1=NN(c2ccccc2)C2=NC(C)=C(C(=O)OC)C(c3cccs3)N12 (configuration not stated)
  -4 | 0.0 | 2 | -0.8 | 104 | -13 | 1 | -1 | -2 | -3
Cc1cc(C)c(C#N)c(SCc2[nH]nc3c2C(c2ccc(F)cc2)C(C#N)=C(N)O3)n1 (configuration not stated)
  4 | / | 8 | -0.8 | / | -5 | -1 | 0 | 5 | -3
CCC(=NCc1ccc(Cl)c(Cl)c1)c1nc(-c2ccco2)oc1O
  -1 | -0.6 | 6 | 0.7 | 97 | 3 | -1 | 1 | 0 | -1
O=C(CN(C(=O)CNS(=O)(=O)c1ccccc1)C1CCCC1)NCC1CCCO1 (configuration not stated)
  / | 0.2 | 0 | -0.5 | / | -1 | 2 | 6 | 1 | 4

Among those listed so far, 6 contain an NH in an aromatic ring:
The line under a structure holds: NSD2 HMT inh | CAL PDZ FP-1 | Arr AP2 block | LANA DNA inh | Pemphigus Ab inh | Cardiac RTF inh | Keap1-Nrf2 PPI | V-ATPase pHluor | DAGLB inhibitor | CAL PDZ FP-2
Cc1cc(Cl)ccc1-n1c(-c2cccnc2)n[nH]c1=S
  -2 | 0.0 | 3 | 3.8 | / | 4 | -1 | -3 | 1 | 0
CCOC(=O)c1[nH]c2ccccc2c1NC(=S)Nc1cccc(C)c1C
  / | -0.3 | 14 | -1.2 | 94 | -8 | -1 | -2 | 0 | /
O=S(=O)(Nc1nc2ccccc2[nH]1)c1ccccc1
  -1 | -0.5 | 4 | 0.9 | 100 | -1 | 0 | 0 | 4 | 2
O=C(NCCN1CCN(c2ccccc2)CC1)C1CCCN(S(=O)(=O)c2cnc[nH]2)C1 (configuration not stated)
  / | 0.0 | 1 | 2.2 | 107 | -7 | 3 | 2 | 0 | /
O=C(CSc1nncc(=O)[nH]1)NC1CCCCC1
  0 | -1.5 | 3 | -0.2 | 105 | -5 | -2 | 2 | -2 | -1
Cc1cc(C)c(C#N)c(SCc2[nH]nc3c2C(c2ccc(F)cc2)C(C#N)=C(N)O3)n1 (configuration not stated)
  4 | / | 8 | -0.8 | / | -5 | -1 | 0 | 5 | -3
